CRFBP-R2 agonist: CRF-BP/CRF-R2 complex agonism | HEK293 CRF-R2/CRF-BP, calcium dye fluorescence (FLIPR); percent of saturating CRF peptide response | activation, % at 13.2 µM | 350,000 compounds, 0.46% hits;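 active means activation of at least 50%, plus an integration ratio under a set limit after plate pattern correction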;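 further: plate controls were neutral control wells without compound for no effect and CRF at EC100 for full effect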
CHRM4 PAM: potentiates acetylcholine response at human M4 receptor; CHO-K1 hM4/Gqi5, Fluo-8 calcium fluorescence, ACh EC20; 0% = ACh EC20, 100% = maximal ACh; 360,000 compounds, 0.4% hits; activation, % at 3 µM; P08173; AID 624126;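 active means activation above its plate's cutoff, the mean activation of sample wells plus 3 SD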; further: some results filed as inactive read as strong as hits
Target sequence (P08173 whole entry, looked up): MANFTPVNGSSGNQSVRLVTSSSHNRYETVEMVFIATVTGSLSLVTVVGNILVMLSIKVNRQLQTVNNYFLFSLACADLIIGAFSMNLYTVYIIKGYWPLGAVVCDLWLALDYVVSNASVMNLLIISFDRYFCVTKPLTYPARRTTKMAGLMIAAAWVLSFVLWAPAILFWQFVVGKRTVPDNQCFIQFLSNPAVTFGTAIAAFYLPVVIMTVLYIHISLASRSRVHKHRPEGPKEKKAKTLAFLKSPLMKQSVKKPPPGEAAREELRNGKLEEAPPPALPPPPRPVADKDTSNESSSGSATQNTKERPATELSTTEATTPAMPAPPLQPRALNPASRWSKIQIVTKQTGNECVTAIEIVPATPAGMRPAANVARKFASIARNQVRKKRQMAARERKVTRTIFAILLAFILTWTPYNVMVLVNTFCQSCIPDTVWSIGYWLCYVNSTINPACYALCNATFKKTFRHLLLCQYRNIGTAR
M5 antag: antagonists of human muscarinic M5 receptor (CHRM5); 360,000 compounds, 0.59% hits; inhibition, % at 3 µM; CHO-hM5 cells, Fluo-8 calcium fluorescence, ACh EC80; P08912;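 active means inhibition above a per-plate cutoff, the mean of that plate's test compounds plus 3 SD, cut at about 27% in these data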;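 further: 0% = acetylcholine EC80 with DMSO and 100% = DMSO without agonist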
Target sequence (P08912 whole entry, looked up): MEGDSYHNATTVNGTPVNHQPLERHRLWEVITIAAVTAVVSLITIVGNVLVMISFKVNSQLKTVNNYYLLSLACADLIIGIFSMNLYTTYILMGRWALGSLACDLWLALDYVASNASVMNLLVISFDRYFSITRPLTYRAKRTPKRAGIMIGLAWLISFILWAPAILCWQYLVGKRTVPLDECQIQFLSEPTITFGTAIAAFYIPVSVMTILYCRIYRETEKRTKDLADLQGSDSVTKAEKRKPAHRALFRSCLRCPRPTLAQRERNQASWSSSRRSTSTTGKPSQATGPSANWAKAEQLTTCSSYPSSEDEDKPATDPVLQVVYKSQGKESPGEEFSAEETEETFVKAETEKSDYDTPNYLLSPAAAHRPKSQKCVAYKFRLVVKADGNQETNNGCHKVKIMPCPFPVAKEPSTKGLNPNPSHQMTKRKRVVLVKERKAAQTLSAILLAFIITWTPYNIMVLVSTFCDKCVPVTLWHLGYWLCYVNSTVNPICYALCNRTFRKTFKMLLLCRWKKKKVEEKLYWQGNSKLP
M1 PAM: positive allosteric modulators of human M1 muscarinic receptor | P11229 | CHO-K1 hM1, Fluo-8 calcium fluorescence, ACh EC20; 0% = ACh EC20, 100% = maximal ACh | activation, % at 3 µM | 360,000 compounds, 0.088% hits | AID 588819; in the data active means activation above about 19%, passing the limit was not always enough
CHRM4 antagonist: antagonists of human muscarinic M4 receptor (CHRM4). inhibition, % at 3 µM. CHO-hM4 cells, ACh EC80, Fluo-8 calcium fluorescence. 360,000 compounds, 0.73% hits. AID 624125. P08173;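 active means inhibition above its plate's cutoff, the mean inhibition of sample wells plus 3 SD, cut at about 27% in these data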;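 further: 0% = acetylcholine EC80 with DMSO and 100% = DMSO without agonist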
CHRM5 PAM: positive allosteric modulators of human muscarinic M5 receptor; P08912; CHO-K1 hM5, Fluo-8 calcium, ACh EC20 PAM; 0% = ACh EC20, 100% = ACh EC100; activation, % at 3 µM; 360,000 compounds, 0.3% hits; AID 624038;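 active means activation above the run cutoff, the mean activation of all test compounds plus 3 SD, cut at about 18% in these data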
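Test system: CHO-K1 hM5 cells / Doses: single-point, 3 µM nominal / Times: Post-acetylcholine fluorescence recording 140 s / Technique: Fluo-8 calcium fluorescence / Measure: Max/basal fluorescence ratio as % of EC20–EC100 ACh window / Benchmarks: low control EC20 acetylcholine (0%), high control EC100 acetylcholine (100%) / Replicates: one well per compound, no replicates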
CHRM4 agonist: CHRM4 agonism in calcium assay; CHO-K1 hM4/Gqi5, Fluo-8 calcium fluorescence; vehicle 0%, full acetylcholine response 100%; activation, % at 3 µM; 360,000 compounds, 0.14% hits; AID 624127;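 active means activation above the run mean over all test wells plus 3 SD, cut at about 32% in these data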;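 further: peak over basal fluorescence ratio per well then scaled between controls; 0% = DMSO wells and 100% = acetylcholine at EC100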
M5 ag: agonists of human muscarinic M5 receptor (CHRM5) | CHO-K1 hM5 cells, Fluo-8 calcium fluorescence; 0% DMSO wells, 100% maximal acetylcholine response | activation, % at 3 µM | P08912 | 360,000 compounds, 0.19% hits;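 active means activation above the run's mean over test compounds plus 3 SD, cut at about 23% in these data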;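 further: signal is peak over basal fluorescence ratio across the kinetic read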
CHRM1 antagonist: blocks human M1 muscarinic receptor; P11229; CHO-K1 hM1, Fluo-8 calcium fluorescence, ACh EC80 antagonist; inhibition, % at 3 µM; 360,000 compounds, 1.3% hits; AID 588852;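 active means percent inhibition above its own plate's cutoff, namely the mean of that plate's compound wells plus 3 SD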;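 further: peak over basal fluorescence ratio during 140 s after agonist addition; 0% = ACh EC80 plus DMSO and 100% = DMSO alone without agonist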
Numbers without * were called inactive; . = no result given.

SMILES	CRFBP-R2 agonist	CHRM4 PAM	M5 antag	M1 PAM	CHRM4 antagonist	CHRM5 PAM	CHRM4 agonist	M5 ag	CHRM1 antagonist
COc1ccc(CNC(=O)c2ccc(CS(=O)(=O)c3ccccc3C)o2)cc1	-1.3	-6	8	1	-4	-6	4	-3	2
COc1cc(N(C)C)c(NC(C)=O)cc1C(=O)O	0.3	0	16	0	-3	-9	1	0	5
O=C(COC(=O)CCCN1C(=O)c2ccccc2C1=O)Nc1ncc(Cl)cc1Cl	-0.3	3	-2	-6	-2	2	7	0	-8
COc1cc(/C=C2/SC(=S)N(CC(=O)NC(C)(C)C)C2=O)cc(OC)c1OC	2.3	-3	-3	-4	1	-3	1	0	3
Cc1ccc(/C=C2\C(=N)N3N=C(CC(=O)N4CCCCC4)SC3=NC2=O)cc1	0.2	1	-1	7	-1	0	2	0	-1
CCOc1ccc(N(CCCCO)C(=S)NC(=O)c2ccc(C)c(Br)c2)cc1	-0.9	2	-5	13	1	6	1	-6	-15
CCOC(=O)NC1(C(F)(F)F)C(=O)NC(C)=C1C#N (stereo unspecified)	1.8	6	-1	4	5	-1	0	-2	-7
O=C(c1ccc(-c2cccc(Cl)c2)o1)N1CCN(c2ccc([N+](=O)[O-])cc2)CC1	1.2	1	0	3	-1	-3	1	1	-9
CN(Cc1ccc(F)cc1)C(=O)c1cccc(NS(=O)(=O)c2ccccc2)c1	0.7	-6	2	-7	6	-5	4	1	6
COc1ccccc1/C=N/NC(=O)CCn1cnc2ccccc21	-2.5	2	3	-4	-4	-5	2	-1	4
COc1ccccc1C(=O)NC(=O)COC(=O)Cc1ccccc1[N+](=O)[O-]	-3.0	5	3	5	-3	-3	2	-1	-9
CCCNC(=O)Cn1nc(C(F)(F)F)c2c1CCCC2	-1.5	6	0	2	-4	6	0	-8	3
CCOc1ccc(/C=C/C2=Cc3c(sc(NC(=O)CSc4n[nH]c(N)n4)c3C#N)C(C)(C)C2)cc1	34	-2	23	1	47*	8	8	8	15
CCCc1nc2oc3c(NCCCN(C)C)ncnc3c2c2c1CCCC2	-0.9	-6	5	6	15	3	0	-6	6
CC(NC(=O)NNC(=O)c1ccncc1)(C(F)(F)F)C(F)(F)F	0.0	-1	-6	12	-7	9	1	0	-11
C=CCN(CC=C)C(=O)C1CCN(Cc2ccc(OCc3ccccc3)cc2)CC1	-0.9	-10	12	-16	15	-7	8	-15	17
COCCNC(=O)C1(C)CCCN(C(=O)c2ccc3snnc3c2)C1 (stereo unspecified)	.	1	-2	5	10	5	-1	1	-7
CCOC(=O)C1CCCN(C(=O)Nc2c(-c3ccccc3)noc2C)C1 (stereo unspecified)	-0.9	7	-8	-6	9	10	2	18	2
CC1CCCCN1Cc1ccc(N)cc1 (stereo unspecified)	-0.8	1	2	11	-3	-4	1	-5	-17
O=C(NC(=S)N1CCCCCC1)c1ccccc1	1.0	-4	0	6	4	2	0	-2	-7

One compound at a time, from the list above. Order of screens: CRFBP-R2 agonist, CHRM4 PAM, M5 antag, M1 PAM, CHRM4 antagonist, CHRM5 PAM, CHRM4 agonist, M5 ag, CHRM1 antagonist
Cc1ccc(/C=C2\C(=N)N3N=C(CC(=O)N4CCCCC4)SC3=NC2=O)cc1 is listed with 0.2, 1, -1, 7, -1, 0, 2, 0, -1
COc1ccc(CNC(=O)c2ccc(CS(=O)(=O)c3ccccc3C)o2)cc1 is listed with -1.3, -6, 8, 1, -4, -6, 4, -3, 2

(further entries)
SMILES	CRFBP-R2 agonist	CHRM4 PAM	M5 antag	M1 PAM	CHRM4 antagonist	CHRM5 PAM	CHRM4 agonist	M5 ag	CHRM1 antagonist
CCCCC1CC1C(=O)Nc1ccc(OC)c(OC)c1 (stereo unspecified)	-4.8	7	-11	9	5	3	0	-1	-4
CCO[C@H]1OC(C(=O)Nc2ccccc2)=C[C@@H](C)[C@@H]1CCCO	-0.7	16	3	18	-7	3	0	0	-7
NS(=O)(=O)c1ccc(CNC(=O)c2cc(S(=O)(=O)N3CCOCC3)ccc2N2CCCC2)cc1	-3.0	-4	-7	6	8	2	0	0	-12
C=CCn1c(-c2ccc(S(=O)(=O)N3CCOCC3)cc2)csc1=Nc1ccccc1	-0.7	-17	7	-5	8	-10	9	4	19
COc1ccc(CCN2CC(C(=O)NCc3cnn(C)c3)CCC2=O)cc1 (stereo unspecified)	0.3	-6	3	-3	8	-1	1	0	0
CC1=CC(C)(C)NC(=S)N1c1cccc2cc(S(=O)(=O)O)ccc12	0.0	-10	27*	3	7	-14	15	0	14
O=C(NCCc1ccccc1)c1ccc(CS(=O)(=O)c2ccc(Br)cc2)o1	0.3	-1	11	14	-7	-9	10	-2	-12
COc1ccccc1OCCNC(=O)CC(NC(C)=O)c1ccccc1 (stereo unspecified)	0.7	1	15	1	1	-8	0	-1	-8
CCOC(=O)C1(Cc2cccc(F)c2)CCN(C(=O)c2cnccn2)CC1	0.8	-5	16	-4	7	-6	0	-4	9
Cc1ccc(-c2c(CC(=O)O)c(C)nc3sc4c(c23)CCCC4)cc1	0.2	-11	14	-5	15	-13	20	3	10
CC(=O)c1cccc(NC(=O)CCCN(C)S(=O)(=O)c2ccc(F)cc2)c1	-0.9	-2	0	11	6	0	3	0	-13
N#Cc1ccccc1OCC(=O)NNC(=O)CCNC(=O)c1ccccc1	0.6	8	2	17	-6	2	2	1	-13
Cc1cc(C)c2nc(Cl)c(Cl)nc2c1	0.5	-2	2	-1	12	4	0	-4	4
CCc1cccc(C)c1NC(=S)N(CCCN1CCOCC1)Cc1cccnc1	1.0	6	5	8	-7	4	2	-2	-4
CC(NC(=O)CNC(=O)c1ccc2c(c1)OCO2)c1ccc(S(N)(=O)=O)cc1 (stereo unspecified)	-0.9	1	21	-8	14	-2	2	0	15
C=CCNC(=S)N/N=C/c1cn(-c2ccccc2)nc1-c1ccc(OC)cc1	0.5	3	1	13	6	0	1	-3	-11
COc1cc2ccc(C(C)=NOC(C)=O)cc2cc1OC	-1.9	-1	3	6	0	-3	3	3	-9
O=C(CNC(=O)c1ccc(=O)[nH]c1)Nc1ccc(F)c(F)c1	0.0	2	-10	6	-5	3	1	0	-7
CCCCNC(=S)NNC(=O)c1ccoc1C	-0.8	2	-4	10	-14	7	0	2	-8
COc1ccc(C=CC(=O)c2ccc([N+](=O)[O-])cc2)cc1	10	2	4	11	-6	-2	2	-1	-19

Reprinted at random: four entries already listed
SMILES	CRFBP-R2 agonist	CHRM4 PAM	M5 antag	M1 PAM	CHRM4 antagonist	CHRM5 PAM	CHRM4 agonist	M5 ag	CHRM1 antagonist
CCCCC1CC1C(=O)Nc1ccc(OC)c(OC)c1 (stereo unspecified)	-4.8	7	-11	9	5	3	0	-1	-4
COc1ccccc1OCCNC(=O)CC(NC(C)=O)c1ccccc1 (stereo unspecified)	0.7	1	15	1	1	-8	0	-1	-8
CC1CCCCN1Cc1ccc(N)cc1 (stereo unspecified)	-0.8	1	2	11	-3	-4	1	-5	-17
CCCCNC(=S)NNC(=O)c1ccoc1C	-0.8	2	-4	10	-14	7	0	2	-8

(further entries)
SMILES	CRFBP-R2 agonist	CHRM4 PAM	M5 antag	M1 PAM	CHRM4 antagonist	CHRM5 PAM	CHRM4 agonist	M5 ag	CHRM1 antagonist
Cc1ccc(N(CC(=O)NC2CCCCC2)S(=O)(=O)c2c(C)noc2C)cc1	-1.5	9	-10	8	-18	2	1	-6	-11
CC(C)N(C(=O)CSc1nnc(NC(=O)c2ccco2)s1)C(C)C	0.6	-4	1	14	7	6	1	5	-16
CSCCC(NS(=O)(=O)c1ccc(Cl)cc1)C(=O)OCC(=O)NC1CCCCC1 (stereo unspecified)	-1.2	-6	1	0	4	2	4	-1	-17
Cc1ccc(CN(C)C[C@H]2OCc3cnnn3CCCC(=O)N([C@@H](C)CO)C[C@@H]2C)cc1	0.3	0	-2	2	-14	4	1	0	-6
Cc1ccc(S(=O)(=O)N(C)C)cc1NC(=O)C1CCCCC1	-1.5	-9	1	0	-18	-1	1	0	-11
O=C(N/N=C/c1ccc([N+](=O)[O-])o1)c1cc(-c2ccc(-c3ccccc3)cc2)nc2ccccc12	-1.1	-3	-14	10	5	-5	1	3	-5
S=C1N(c2ccccc2)CN(C2CCCCC2)CN1c1ccccc1	0.8	0	7	8	3	-3	1	-3	0
O=C1C(=O)c2ccccc2C(O)=C1C1CCC(c2ccc(Cl)cc2)CC1 (stereo unspecified)	4.2	5	-1	5	3	7	1	0	-22
COc1ccccc1CNC(=O)COC(=O)/C=C/c1cccs1	0.3	1	-3	2	2	-2	1	-3	-10
COc1ccccc1NC(=S)NC(=O)Cc1ccccc1	-0.7	-1	-5	-2	-6	-3	2	7	6
CN1CCn2cnc(C(=O)N[C@@H](Cc3ccccc3)C(=O)OC(C)(C)C)c2C1=O	-0.2	-8	-4	3	-2	2	2	2	-9
CCN1CCN(CCCNC(=O)C2CCCN(c3nnc(-n4cccc4)s3)C2)CC1 (stereo unspecified)	1.0	27*	-4	4	-10	-2	0	-2	-6
CC(C)C(N)c1csc(NC(=O)Nc2cccc(C(F)(F)F)c2)n1 (stereo unspecified)	.	4	5	9	12	1	4	0	-5
CN(Cc1ccccc1)Cc1cc(=O)oc2ccccc12	.	1	0	0	-10	0	7	1	-25
CC(=O)NC1C(=O)N=C(SCC(=O)Nc2cccc(Cl)c2)NC1=O (stereo unspecified)	-1.4	9	3	5	-16	5	2	0	1

A draw from above in order of count of non-hydrogen atoms, largest number first:
SMILES	CRFBP-R2 agonist	CHRM4 PAM	M5 antag	M1 PAM	CHRM4 antagonist	CHRM5 PAM	CHRM4 agonist	M5 ag	CHRM1 antagonist
CSCCC(NS(=O)(=O)c1ccc(Cl)cc1)C(=O)OCC(=O)NC1CCCCC1 (stereo unspecified)	-1.2	-6	1	0	4	2	4	-1	-17
COc1ccccc1CNC(=O)COC(=O)/C=C/c1cccs1	0.3	1	-3	2	2	-2	1	-3	-10
CN(Cc1ccccc1)Cc1cc(=O)oc2ccccc12	.	1	0	0	-10	0	7	1	-25

Compound activity from PubChem.
